Screens as filed in PubChem BioAssay.
Growth percent in the NCI-60 one-dose screen (48 h, 10 µM unless noted): 100 = growth as untreated, 0 = no growth, -100 = all killed.
T-47D: T-47D breast cancer | 79,000 tested, 5% active
HS 578T: HS 578T breast cancer; 78,000 tested, 4.1% active
UACC-257: UACC-257 melanoma | 78,000 tested, 4.4% active | AID 1794764
UACC-62: UACC-62 melanoma. 81,000 tested, 5.4% active. AID 1794756
BT-549: BT-549 breast cancer | 78,000 tested, 4.4% active
SK-MEL-2: SK-MEL-2 melanoma | 77,000 tested, 4.7% active | AID 1794763
MALME-3M: MALME-3M melanoma. 78,000 tested, 5.8% active
SK-MEL-28: SK-MEL-28 melanoma | 81,000 tested, 4.1% active
* = called active by the depositor; . = not tested or not shown. The calls were made as follows: active = growth percent below 10; inactive = the rest. Random draw from the library; any-hit rate near 10%.

SMILES	T-47D	HS 578T	UACC-257	UACC-62	BT-549	SK-MEL-2	MALME-3M	SK-MEL-28
c1ccc(Nc2c(-c3c[nH]c4ccccc34)nc3sc4ccccc4n23)cc1	89	102	105	87	94	109	105	119
C#CCOc1cccc(-c2ncc3cc(NC(=O)CCl)ccc3n2)c1	-27*	32	62	-6.1*	-49*	23	-69*	54
O=C1NC2=C(C(=O)c3ccccc32)C(c2ccc3c(c2)OCO3)N1 (centres undefined)	95	99	100	101	102	108	106	114
O=C(c1ccc(Cl)cc1)c1ccc(Cl)cc1	101	130	.	103	.	.	129	106
CC(=O)C1=C(C)NC(NNC(=O)Nc2ccc(Cl)cc2)=NC1c1ccc(Cl)cc1 (centres undefined)	105	106	110	97	94	105	106	105
CC(C)NC(=S)NC(C)C	108	118	108	109	99	116	119	115
O=C(COc1cccc(/C=C2\Cc3ccc(Cl)cc3C2=O)c1)Nc1nc2ccccc2s1	87	97	118	107	147	137	145	126
Cc1cc(Cl)ccc1NS(=O)(=O)c1ccc(-c2cnc(C3CC3)o2)cc1	50	22	69	27	12	80	68	49
CC(C)CCN1C(=O)C(O)(CC(=O)c2ccc(C#N)cc2)c2ccccc21 (centres undefined)	95	134	95	101	127	90	111	131
O=S(O)(O)=S	99	95	95	101	108	93	101	108
CC(C)CCSC1=CC(=O)c2ccccc2C1=O	-41*	74	59	74	.	83	-23*	27
CCOC(=O)CCC1CCCCC1=O (centres undefined)	106	117	83	103	111	97	116	98
O=C(/C=C/c1ccc(Cl)cc1)/C=C/c1cc2ccccc2[nH]c1=O	49	91	89	53	45	98	14	76
COc1ccc(Cn2cc3c(c2)-c2oncc2CC3)cc1	52	71	86	39	64	68	83	70
Cn1ccnc1C(=O)/C=C/c1ccc(NC(=O)c2c(F)c(F)c(F)c(F)c2F)cc1	103	112	113	97	98	112	104	105
COc1ccc(-c2cs/c(=N\N=C\c3ccccc3F)n2C)cc1	61	99	88	69	91	88	90	100
O=c1c2cc(-c3ccc(F)cc3F)ccc2n(Nc2ccccc2)c(=O)n1-c1cccc(C(F)(F)F)c1	8.4*	-3.1*	-1.2*	11	3.9*	-11*	-18*	30
Clc1ccc(/C=C2\CCCC3C2=Nc2ccccc2NC3c2ccc(Cl)cc2)cc1 (centres undefined)	104	102	80	74	83	92	90	101
Nc1ncc(-c2ccc3ncnc(-n4cnc5cc(F)c(F)cc54)c3c2)cn1	40	60	92	71	66	106	61	84
COC(=O)c1ccc2nc([C@@H](C)[C@H]3CC[C@H]4[C@@H]5CCC6=CC(=O)CC[C@]6(C)[C@H]5CC[C@]34C)[nH]c2c1	53	78	80	66	66	101	96	88
CCOC(C)C=O (centres undefined)	93	99	104	115	103	101	94	108
C/C=C(/C)C(=O)O[C@@H]1CC(C)(C)CC2C34OC(=O)[C@@]21CC[C@@]3(C)[C@]1(C)CCC2C(C)(C)C(=O)CC[C@]2(C)C1C[C@@H]4Cl (some centres undefined)	99	100	90	85	108	103	91	102
COc1cc(C2CC(c3ccc4c(c3)OCO4)=NN2C=O)cc(OC)c1OC (centres undefined)	.	8.5*	65	41	40	31	-3.9*	51
O=C(Cn1ccnc1)NC(c1ccccc1)c1ccccc1	101	102	104	90	105	106	104	98
Nc1ccc(S(=O)(=O)Nc2ccc(C(=O)O)cc2)cc1	100	.	87	98	100	119	118	98
Cc1cc(-c2ccccc2)n2nc(NC#N)nc2c1C#N	92	103	100	94	96	102	93	107
O=c1[nH]c2cc(O)ccc2c2ccccc12	91	78	104	85	105	95	100	95
C=C(C[n+]1ccccc1)[C@@H]1CC[C@]2(COC(C)=O)CC[C@]3(C)[C@H](CC[C@@H]4[C@@]5(C)CC[C@H](OC(C)=O)C(C)(C)[C@@H]5CC[C@]43C)[C@@H]12	79	87	61	42	65	90	77	82
O=C1C=CC(=O)C(Sc2ccccc2)=C1	83	82	76	93	104	89	107	97
Cc1ccc(C2=NN(c3ccccc3)C(c3ccccc3)C2NC2CCCCC2)cc1 (centres undefined)	86	83	98	81	95	115	110	91
O=c1ccn(CCOc2nc(-c3ccc(F)cc3)cc(-c3ccco3)n2)c(=O)[nH]1	99	129	105	99	91	119	115	116
COc1ccc(C2CC(c3cccc(Nc4ccnc5cc(Cl)ccc45)c3)=NN2c2ccc(Cl)cc2)cc1 (centres undefined)	41	91	71	9.8*	57	.	75	66
CO[C@@H]1[C@@H](OC)N(C(=O)c2ccc(Cl)cc2)C(=O)N1C(=O)c1ccc(Cl)cc1	92	96	103	103	94	100	92	105
COc1ccc(C2=NNC(c3ccc(Oc4ccc(Cl)cc4)cc3)C2)cc1OC (centres undefined)	47	91	72	73	88	102	93	90
CNC(=O)C(=O)NC	101	.	110	101	92	120	116	104
CC(C)(C(O)c1ccccc1)[N+](=O)[O-] (centres undefined)	97	101	102	101	113	103	106	110

Full records, quoted from the list. Order of values: T-47D | HS 578T | UACC-257 | UACC-62 | BT-549 | SK-MEL-2 | MALME-3M | SK-MEL-28
Cc1cc(-c2ccccc2)n2nc(NC#N)nc2c1C#N is listed with 92 | 103 | 100 | 94 | 96 | 102 | 93 | 107
O=c1[nH]c2cc(O)ccc2c2ccccc12 is listed with 91 | 78 | 104 | 85 | 105 | 95 | 100 | 95
CC(C)(C(O)c1ccccc1)[N+](=O)[O-] (centres undefined) is listed with 97 | 101 | 102 | 101 | 113 | 103 | 106 | 110
C=C(C[n+]1ccccc1)[C@@H]1CC[C@]2(COC(C)=O)CC[C@]3(C)[C@H](CC[C@@H]4[C@@]5(C)CC[C@H](OC(C)=O)C(C)(C)[C@@H]5CC[C@]43C)[C@@H]12 is listed with 79 | 87 | 61 | 42 | 65 | 90 | 77 | 82
Nc1ccc(S(=O)(=O)Nc2ccc(C(=O)O)cc2)cc1 is listed with 100 | . | 87 | 98 | 100 | 119 | 118 | 98

Next part:
SMILES	T-47D	HS 578T	UACC-257	UACC-62	BT-549	SK-MEL-2	MALME-3M	SK-MEL-28
COC(=O)c1ccc(C(=O)OC)c(=O)[nH]1	103	223	104	106	137	70	142	161
Cn1c([N+](=O)[O-])cnc1/C=C1\Oc2ccc(Br)cc2C1=O	66	-18*	-39*	-74*	-41*	-49*	-53*	-14*
Cc1ccc(C)c(C(O)(c2cc(C)ccc2C)C2(O)CCCCC2)c1	73	94	102	90	100	.	92	105
C#CCOC(=O)[C@]1(C)CCC[C@]2(C)[C@H]3C[C@H]4C(C(C)C)=C[C@]3(CC[C@H]21)[C@@H]1C(=O)OC(=O)[C@@H]14	84	92	91	84	106	99	106	103
COc1ccc(-n2nnc3c(sc4ccccc43)c2=O)cc1	35	21	81	94	102	77	81	83
Oc1cccc(CCc2ccc(Oc3cc(CCc4cccc(O)c4)cc(O)c3O)cc2)c1	73	84	96	73	82	84	110	89
Nc1nc(Cl)cc(Cl)n1	82	113	86	107	102	96	91	119
Cc1nn(-c2ccccc2)c(N2CCCCC2)c1-c1nc2ccc(C(=O)O)cc2[nH]1	98	.	103	88	96	113	115	109
Cc1ccc(-c2cc3nc(C(Cl)Cl)nc(-c4cccs4)n3n2)cc1	88	91	106	79	98	105	72	87
CCCCCCC(C)(O)c1ccccc1 (centres undefined)	101	117	115	96	.	.	.	115
Cc1csc(=O)[nH]1	95	106	98	94	101	95	109	101
CCCN(CCC)c1cc(=O)nc2ccccn12	102	103	.	104	98	120	108	111

Structural class: the entries above containing fluorine (5)
SMILES	T-47D	HS 578T	UACC-257	UACC-62	BT-549	SK-MEL-2	MALME-3M	SK-MEL-28
Cn1ccnc1C(=O)/C=C/c1ccc(NC(=O)c2c(F)c(F)c(F)c(F)c2F)cc1	103	112	113	97	98	112	104	105
COc1ccc(-c2cs/c(=N\N=C\c3ccccc3F)n2C)cc1	61	99	88	69	91	88	90	100
O=c1c2cc(-c3ccc(F)cc3F)ccc2n(Nc2ccccc2)c(=O)n1-c1cccc(C(F)(F)F)c1	8.4*	-3.1*	-1.2*	11	3.9*	-11*	-18*	30
Nc1ncc(-c2ccc3ncnc(-n4cnc5cc(F)c(F)cc54)c3c2)cn1	40	60	92	71	66	106	61	84
O=c1ccn(CCOc2nc(-c3ccc(F)cc3)cc(-c3ccco3)n2)c(=O)[nH]1	99	129	105	99	91	119	115	116

(cont.)
SMILES	T-47D	HS 578T	UACC-257	UACC-62	BT-549	SK-MEL-2	MALME-3M	SK-MEL-28
CS(=O)(=O)c1ccc(-c2[nH]c3ccccc3c2/C=N/NC(N)=S)cc1	84	99	83	89	99	102	105	101
O=C1c2cccc3c(-c4ccc(-c5nc6c7ccccc7c7ccccc7c6[nH]5)cc4)ccc(c23)C(=O)N1Cc1ccccc1	105	112	108	101	125	104	113	103
CCSc1nc(-c2ccc(Br)cc2)c(C#N)c(=O)n1CC	88	103	113	71	88	105	89	112
CCOC(=O)c1c[nH]c2cc(OCC3CC3)c(OCC3CC3)cc2c1=O	109	103	115	104	113	119	106	110
Cc1cccc(Oc2c(/C=N/N=c3\sc4ccccc4n3C)c(C)nn2-c2ccccc2)c1	71	96	108	85	.	86	107	119
Cn1c(-c2ccccc2)c(C#N)c(NS(=O)(=O)c2ccc(N)cc2)c1-c1ccccc1	93	81	.	93	111	110	103	125
O=S(=O)(NCCCNc1cc(-c2cn(-c3ccccc3)nc2-c2cccc(O)c2)ccn1)c1ccc(Br)cc1	12	-3.9*	.	-5.2*	7.7*	-5.2*	-27*	-36*
c1ccc(-c2c[nH][nH]c3ncnc4ncn2c43)cc1	90	99	107	91	108	98	145	104
N#CNc1ccccc1	101	.	91	97	98	103	94	101
N#C/C=C/c1ccco1	96	101	108	100	99	100	.	111
O=C(NCCc1ccc(O)c(O)c1)c1sccc1Nc1ccnc(C(F)(F)F)c1	93	99	123	98	99	108	92	116
COc1cccc(C(=O)CC(c2ccccc2)C(C)(C)[N+](=O)[O-])c1 (centres undefined)	86	106	91	95	104	.	89	103
CSc1nnc2sc3cc(C)ccc3n12	97	101	101	100	110	110	112	112
CCNCC(C)(C)O	104	113	99	102	105	107	100	101
Nc1cc(-c2ccccc2)nn1-c1nc(-c2ccc(Cl)c(Cl)c2)cs1	58	100	82	92	106	102	91	115
COc1cc(O)c(/C=N/N2C(=O)CSC2=S)c(OC)c1	84	98	103	98	99	99	88	91
CCCC(O)Cn1ncc(C(=O)OCC)c1NC(=O)NCc1ccccc1C(F)(F)F (centres undefined)	82	103	97	93	83	79	99	109
CCCCNC(=O)Nc1ccccc1CC	98	94	96	96	101	101	.	105
O=C(Nc1ccc(Br)cc1)Oc1ccc(Cl)cc1C(=O)c1ccccc1	90	89	99	90	95	103	101	127
O=C1NC(=O)c2c1c1c3cc(Br)ccc3[nH]c1c1oc3ccc(F)cc3c21	-20*	-35*	48	0.3*	15	-58*	-31*	-21*
CC(C)n1c(=S)[nH]c2ccccc2c1=O	107	104	102	104	98	94	91	108
O=C1/C(=C/c2cnc(-c3ccccc3)s2)SC(=S)N1Cc1ccc2c(c1)OCO2	47	32	108	62	69	73	70	103
CCCc1oc2cc(O)ccc2c(=O)c1Oc1ccc(F)cc1	93	101	87	96	78	103	100	121
COc1ccc(C2=C/C(=C\c3ccc(O)c(OC)c3)C(=O)N2Cc2ccccc2)cc1	82	81	101	89	94	91	111	102
Oc1ccc(Cl)cc1/C=N/Nc1nc2ccccc2s1	37	86	89	63	72	87	81	88
Cc1c(/C=C/[N+](=O)[O-])ccc2c1[nH]c1ccccc12	78	104	90	81	59	93	135	113

Three compounds from above, reduced to BT-549.
Compound | BT-549
CCCC(O)Cn1ncc(C(=O)OCC)c1NC(=O)NCc1ccccc1C(F)(F)F (centres undefined) | 83
COc1ccc(C2=C/C(=C\c3ccc(O)c(OC)c3)C(=O)N2Cc2ccccc2)cc1 | 94
Nc1cc(-c2ccccc2)nn1-c1nc(-c2ccc(Cl)c(Cl)c2)cs1 | 106
